Compound activity deposited in PubChem by PCMD.
FXIa inh = blocks human coagulation factor XIa activity; P03951; purified human FXIa, fluorogenic AMC substrate cleavage; inhibition, % at 10 µM; 33,000 tested, 0.3% active;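 active means inhibition above 40% in the primary screen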;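 further: 0% = enzyme without compound and 100% = blank wells lacking enzyme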
FXIIa inh = inhibitors of human coagulation factor XIIa; P00748; purified human FXIIa, AMC substrate fluorescence, 2 h; inhibition, % at 10 µM; 33,000 tested, 0.2% active; in the data active means inhibition above about 30%;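 further: 0% = enzyme with vehicle only and 100% = no enzyme blank; many of its hits are not listed in these tables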
Target sequence (P00748 20-372 limits assumed): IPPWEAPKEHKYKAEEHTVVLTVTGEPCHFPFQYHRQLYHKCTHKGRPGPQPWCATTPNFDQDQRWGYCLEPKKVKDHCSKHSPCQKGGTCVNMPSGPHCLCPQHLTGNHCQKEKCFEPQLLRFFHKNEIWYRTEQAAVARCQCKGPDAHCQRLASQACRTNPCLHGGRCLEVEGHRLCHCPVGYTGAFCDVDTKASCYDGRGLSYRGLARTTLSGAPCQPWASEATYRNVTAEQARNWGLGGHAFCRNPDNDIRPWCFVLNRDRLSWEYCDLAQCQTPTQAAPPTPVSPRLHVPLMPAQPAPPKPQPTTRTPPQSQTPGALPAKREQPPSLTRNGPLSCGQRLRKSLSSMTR
Target sequence (P00748 373-615 limits assumed): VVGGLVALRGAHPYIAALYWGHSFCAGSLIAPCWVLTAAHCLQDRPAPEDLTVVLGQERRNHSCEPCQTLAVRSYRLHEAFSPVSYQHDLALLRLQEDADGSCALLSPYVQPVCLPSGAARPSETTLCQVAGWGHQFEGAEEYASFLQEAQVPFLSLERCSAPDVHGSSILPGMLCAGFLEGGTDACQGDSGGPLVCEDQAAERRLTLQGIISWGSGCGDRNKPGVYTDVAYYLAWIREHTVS
* marks the source's active call; other numbers are inactive results.

A first look:
FXIa inh,FXIIa inh,canonical_smiles
-14,-17,CCC(=O)N1CCN(c2nc(-c3ccccc3)c3c(c2C#N)CCCC3)CC1
-2,4,CC(=O)c1cc2c(cc1NC(=O)CCCC(=O)O)OCO2
3,10,CCNc1nc(NCc2ccccc2)nc(Oc2ccc(=O)[nH]n2)n1
37,6,O=C(CN1CCN(C(=O)c2ccco2)CC1)Nc1cc(Cl)ccc1Cl

This part in full, from the first entry:
FXIa inh,FXIIa inh,canonical_smiles
-14,-17,CCC(=O)N1CCN(c2nc(-c3ccccc3)c3c(c2C#N)CCCC3)CC1
-2,4,CC(=O)c1cc2c(cc1NC(=O)CCCC(=O)O)OCO2
3,10,CCNc1nc(NCc2ccccc2)nc(Oc2ccc(=O)[nH]n2)n1
37,6,O=C(CN1CCN(C(=O)c2ccco2)CC1)Nc1cc(Cl)ccc1Cl
-5,1,CC1(C)Cc2c(C#N)c(N3CCN(C(=O)c4ccccc4)CC3)nc(Cc3ccccc3)c2CO1
-5,-3,C/C(CC1(O)C(=O)Nc2ccccc21)=N\O (stereo unspecified)
-2,5,COc1cc(NS(=O)(=O)c2ccc(C)c(C)c2)c(OC)cc1Cl
-2,4,CN(C)CCOC(=O)CCc1ccccc1
1,6,c1ccc2c(c1)C(=Nn1cnnc1)c1ccccc1-2
-8,7,Cc1cccc(C(=O)n2c(=S)nc3ccccn32)c1
6,1,CC(C)CCn1c(Oc2ccccc2Cl)nc2c1c(=O)n(C)c(=O)n2C
2,1,CN1CCCN(C(c2ccccc2)c2ccc(Cl)cc2)CC1 (stereo unspecified)
3,-10,Cc1ccccc1OCCCC(=O)Nc1nccs1
3,-20,CCOC(=O)c1c(NC(=O)c2ccnn2C)sc(C)c1C
8,6,COCCOC(=O)C1=C(C)N=C2SCCC(=O)N2C1c1ccc(C(=O)OC)cc1 (stereo unspecified)
6,-5,O=C(Nc1ccc2c(c1)nc1n2CCN(Cc2ccccc2)C1)NC1CCCCC1
6,3,O=C(N1CCOCC1)N1CCN(CC(O)COc2ccc3ccccc3c2)CC1 (stereo unspecified)
4,8,CCCC(=O)N1CCN(c2ccc(NC(=O)c3cc4ccccc4o3)cc2)CC1
29,-15,O=C(c1ccco1)n1nc(-c2ccccc2)nc1NCc1ccco1
5,3,Cc1[nH]n(-c2cccc(Cl)c2)c(=O)c1-c1ccccc1
3,-12,O=C(O)CCc1ccc(-c2ccc(F)cc2)n1CC(=O)O
2,5,COc1cc(C)c(S(=O)(=O)N2CCCC2)cc1C
-1,-3,CCOC(=O)Nc1ccc(C)cc1C
-3,6,COc1ccc(CNS(=O)(=O)c2ccc(C3CNC(=O)C3)cc2)cc1 (stereo unspecified)
-6,2,CC(=O)Nc1ccc(NC(=O)CN(c2ccc(F)cc2)S(=O)(=O)c2ccc3c(c2)OCCO3)cc1
0,5,CC(C)(C)C(=O)NCC12C=CC(O1)C1C(=O)N(c3ccccc3)C(=O)C12 (stereo unspecified)
-3,13,CC(C)CCOc1ccc(C(=O)C[N+]2(C)CCOCC2)cc1
10,8,COc1ccc(N2C(=O)CC(N3CCN(c4ccc(S(C)(=O)=O)cc4)CC3)C2=O)cc1 (stereo unspecified)
-8,0,CC1CC(C)CN(C(=O)CCNS(=O)(=O)c2cccs2)C1 (stereo unspecified)
-1,6,COc1cc(C(=O)OC(C)C(=O)NCC2CCCCC2)cc(NC(=O)c2ccco2)c1OC (stereo unspecified)
6,4,N/C(CCN1CCCCC1)=N/O
-1,4,CCOC(=O)N1CCN(c2cc3nccnc3cc2F)CC1
-4,12,Cc1ccc(C(=O)CC2(O)C(=O)N(Cc3ccccc3)c3ccccc32)o1 (stereo unspecified)
-5,13,CC(C)OC(=O)CSc1nc2c(c(C3CC=CCC3)c1C#N)CCC2 (stereo unspecified)
8,5,C=CCn1c(-c2cc(Cl)ccc2OC)n[nH]c1=S
0,7,CCOC(=O)CSC1=C(C#N)C(c2ccco2)C(C(=O)OCc2ccccc2)=C(C)N1 (stereo unspecified)
-7,7,COc1ccc(N/N=C(/N=Nc2nc(C)cc(=O)[nH]2)c2ccccc2)cc1
0,7,CCN(CC)S(=O)(=O)c1ccc(NC(=O)c2ccc(N(C)S(C)(=O)=O)cc2)cc1
-6,1,COc1ccc(Nc2nc(-c3cccs3)cs2)c(OC)c1
-5,0,Cc1ccc(-c2cn(S(=O)(=O)c3ccc(C)cc3)nc2N)cc1
0,5,O=C(Nc1ccccc1N1CCCC1)c1ccco1
1,17,CCOc1ccc(-n2c(=S)sc3c(=O)[nH]c(SCC(=O)N4CCC(C)CC4)nc32)cc1
2,8,CCOc1cc(S(=O)(=O)Nc2ccc(Cl)cn2)ccc1Cl
6,6,O=C(CN1CCN(c2ncccn2)CC1)N(Cc1ccccc1)c1ccc(F)cc1
-2,8,Cc1cc(-n2nc(C)cc2C)nc(NS(=O)(=O)c2ccccc2Cl)n1
-6,4,COc1ccc(-n2c(N)c(Br)c(=O)[nH]c2=O)cc1
1,5,Cc1ccc(-c2csc(NC(=O)CSc3nc(C)cc(=O)[nH]3)n2)cc1
0,6,Cc1cccc(-n2c(SCC(N)=O)nnc2-c2ccccn2)c1C
-26,-46,COc1ccccc1C1CN(c2ccccc2)N=C1c1cccs1 (stereo unspecified)
-3,3,CCOC(=O)c1c2n(c3ccc(O)cc13)CCCCC2
-10,-19,COC(=O)c1ccc(S(=O)(=O)c2ccccc2)c(N)c1
10,-13,COc1ccc(S(=O)(=O)CCC(=O)N2c3ccccc3CC2C)cc1 (stereo unspecified)
-4,4,COc1ccccc1N1CCN(CCCOc2ccc(F)cc2)CC1
16,-16,CN(CC(=O)N1CCCC1)S(=O)(=O)c1ccc(Cl)cc1
-12,10,CC(C)(C)C(=O)C(Cc1ccccc1)n1cncn1 (stereo unspecified)
5,2,CN(Cc1ccccc1)C(=O)Cn1nc(C(F)(F)F)c2c1CCC2
25,-13,CC(=O)NC1C(=O)N(C)c2ccc(Br)cc21 (stereo unspecified)
3,10,CCC(NC(=O)c1ccccc1NC(=O)c1ccc(C)cc1)C(=O)O (stereo unspecified)
-3,2,CCOc1nc(NCCN2CCOCC2)nc(NC(C)C)n1
-3,8,O=C(CSc1nc(-c2ccncc2)nn1CC(=O)N1CCCCC1)NC1CCCC1

Carrying on:
FXIa inh,FXIIa inh,canonical_smiles
-4,4,COc1ccc(N2CCN(c3nc(NC(C)(C)C)nc(N4CCCCC4)n3)CC2)cc1
-4,6,Cc1[nH]cnc1CSCCN
-8,-2,Cc1cc(S(=O)(=O)NC2CCCCC2)ccc1OCC(=O)NCc1cccnc1
-1,4,CC1(C)Cc2nc3sc4c(=O)[nH]cnc4c3cc2CS1
8,4,O=C1C2C(C(=O)N1CC1CCCO1)C1C=CC2C12CC2 (stereo unspecified)
7,4,CN(C)CCCNC1CS(=O)(=O)CC1O (stereo unspecified)
-5,6,COc1ccccc1C(=O)NC(C)c1ccccc1 (stereo unspecified)
2,3,COc1cc(NC(C)C(=O)N2CC(C)OC(C)C2)cc(OC)c1 (stereo unspecified)
-4,-13,Cc1ccc(NC(=O)CCn2cnc3cc(C)c(C)cc32)cc1
1,6,CC(C)=CC(=O)Nc1ccccc1Br
-5,4,CCOc1ccc(S(=O)(=O)NCC2CCCO2)c2cccnc12 (stereo unspecified)
-7,2,Cc1cc(OC(=O)c2cccs2)ccc1C(C)C
-7,3,O=C1c2ccccc2CCC12N=NCC2c1ccc(Cl)cc1 (stereo unspecified)
-9,3,Cc1nc(N2CCN(C(=O)COc3ccccc3)CC2)c2c(C)c(C)sc2n1
3,4,CC1CCCC(NC(=O)C2CCCN2S(=O)(=O)c2cccc3nsnc23)C1C (stereo unspecified)
-3,7,CCCCOc1ccc(C(=O)Nc2ccc(N3CCN(C(=O)C(C)C)CC3)cc2)cc1
-9,4,O=C(NCCCn1ccnc1)c1cccc(S(=O)(=O)N2CCCCCC2)c1
-14,-14,O=C1CCc2cc(S(=O)(=O)NC(Cc3ccccc3)C(=O)NCCC3=CCCCC3)ccc2N1 (stereo unspecified)
-8,3,COc1ccc(CNC(=O)COC(=O)c2c(-c3c(F)cccc3Cl)noc2C)cc1OC
-6,7,Cc1ccc(C(CC(=O)O)Nc2nc(N3CCOCC3)nc(N3CCOCC3)n2)cc1 (stereo unspecified)
2,3,COCCNC(=S)NNC(=O)c1ccco1
11,8,COc1ccc(S(=O)(=O)N2CCC(C(=O)NCC3CCCO3)CC2)cc1 (stereo unspecified)
-4,4,CCC(C)NS(=O)(=O)c1ccc(OCC(=O)Nc2ccc(F)cc2F)cc1 (stereo unspecified)
10,9,Cc1cc(=O)[nH]c(N=N/C(=N/Nc2ccc(O)cc2)c2ccccc2)n1
7,2,O=c1c2ccccc2nc(N/N=C/c2ccccc2)n1O
0,3,CS(=O)(=O)NCCOc1ccc(S(=O)(=O)N2CCCc3ccccc32)cc1
17,-17,Cc1ccc(-c2[nH]nc3c2C(c2ccsc2)C(C#N)=C(N)O3)cc1 (stereo unspecified)
8,-12,Cc1ccc(Cl)cc1NC(=O)CC1NCCNC1=O (stereo unspecified)
-5,3,COc1ccccc1N1CCN(S(=O)(=O)c2cccs2)CC1
0,5,CC(C)CC(C(=O)NCc1ccccn1)N1C(=O)c2ccccc2C1=O (stereo unspecified)
5,-13,COC(=O)[C@H](C)NC(=O)Nc1cccc(C)c1
0,6,Cc1ccccc1-n1c(=O)cc(N2CCC3(CC2)OCCO3)[nH]c1=O
5,6,C=CCN1C(=O)[C@]2(c3ccccc31)C1CCCC=C1C(C#N)=C(N)C2(C#N)C#N (stereo partly specified)
-4,3,CCC1CCCCN1CCCNC(=O)C1CCC(Cn2c(=O)[nH]c3ccccc3c2=O)CC1 (stereo unspecified)
-1,3,O=C(O)c1ccc(N2C(=O)CC(Cc3ccccc3)C2=O)cc1 (stereo unspecified)
-2,-1,CCC(C)N1CC(C(=O)O)CC1=O (stereo unspecified)
-3,6,O=C(NCc1ccco1)c1cc(-c2cccnc2)nc2ccc(Cl)cc12
-3,6,CC1CCN(CCC(=O)Nc2ccc(Br)cc2)CC1
2,5,CCN(CC)S(=O)(=O)c1ccc(NC(=O)CN(c2ccc(OC)cc2OC)S(C)(=O)=O)cc1

33 of the compounds above, tab-delimited.
compound	FXIa inh	FXIIa inh
O=C1C2C(C(=O)N1CC1CCCO1)C1C=CC2C12CC2 (stereo unspecified)	8	4
CN(C)CCCNC1CS(=O)(=O)CC1O (stereo unspecified)	7	4
COc1ccccc1C(=O)NC(C)c1ccccc1 (stereo unspecified)	-5	6
COc1cc(NC(C)C(=O)N2CC(C)OC(C)C2)cc(OC)c1 (stereo unspecified)	2	3
Cc1ccc(NC(=O)CCn2cnc3cc(C)c(C)cc32)cc1	-4	-13
CC(C)=CC(=O)Nc1ccccc1Br	1	6
CCOc1ccc(S(=O)(=O)NCC2CCCO2)c2cccnc12 (stereo unspecified)	-5	4
Cc1cc(OC(=O)c2cccs2)ccc1C(C)C	-7	2
O=C1c2ccccc2CCC12N=NCC2c1ccc(Cl)cc1 (stereo unspecified)	-7	3
Cc1nc(N2CCN(C(=O)COc3ccccc3)CC2)c2c(C)c(C)sc2n1	-9	3
CC1CCCC(NC(=O)C2CCCN2S(=O)(=O)c2cccc3nsnc23)C1C (stereo unspecified)	3	4
CCCCOc1ccc(C(=O)Nc2ccc(N3CCN(C(=O)C(C)C)CC3)cc2)cc1	-3	7
O=C(NCCCn1ccnc1)c1cccc(S(=O)(=O)N2CCCCCC2)c1	-9	4
O=C1CCc2cc(S(=O)(=O)NC(Cc3ccccc3)C(=O)NCCC3=CCCCC3)ccc2N1 (stereo unspecified)	-14	-14
COc1ccc(CNC(=O)COC(=O)c2c(-c3c(F)cccc3Cl)noc2C)cc1OC	-8	3
Cc1ccc(C(CC(=O)O)Nc2nc(N3CCOCC3)nc(N3CCOCC3)n2)cc1 (stereo unspecified)	-6	7
COCCNC(=S)NNC(=O)c1ccco1	2	3
COc1ccc(S(=O)(=O)N2CCC(C(=O)NCC3CCCO3)CC2)cc1 (stereo unspecified)	11	8
CCC(C)NS(=O)(=O)c1ccc(OCC(=O)Nc2ccc(F)cc2F)cc1 (stereo unspecified)	-4	4
Cc1cc(=O)[nH]c(N=N/C(=N/Nc2ccc(O)cc2)c2ccccc2)n1	10	9
O=c1c2ccccc2nc(N/N=C/c2ccccc2)n1O	7	2
CS(=O)(=O)NCCOc1ccc(S(=O)(=O)N2CCCc3ccccc32)cc1	0	3
Cc1ccc(-c2[nH]nc3c2C(c2ccsc2)C(C#N)=C(N)O3)cc1 (stereo unspecified)	17	-17
Cc1ccc(Cl)cc1NC(=O)CC1NCCNC1=O (stereo unspecified)	8	-12
COc1ccccc1N1CCN(S(=O)(=O)c2cccs2)CC1	-5	3
CC(C)CC(C(=O)NCc1ccccn1)N1C(=O)c2ccccc2C1=O (stereo unspecified)	0	5
COC(=O)[C@H](C)NC(=O)Nc1cccc(C)c1	5	-13
Cc1ccccc1-n1c(=O)cc(N2CCC3(CC2)OCCO3)[nH]c1=O	0	6
C=CCN1C(=O)[C@]2(c3ccccc31)C1CCCC=C1C(C#N)=C(N)C2(C#N)C#N (stereo partly specified)	5	6
CCC1CCCCN1CCCNC(=O)C1CCC(Cn2c(=O)[nH]c3ccccc3c2=O)CC1 (stereo unspecified)	-4	3
O=C(O)c1ccc(N2C(=O)CC(Cc3ccccc3)C2=O)cc1 (stereo unspecified)	-1	3
CCC(C)N1CC(C(=O)O)CC1=O (stereo unspecified)	-2	-1
O=C(NCc1ccco1)c1cc(-c2cccnc2)nc2ccc(Cl)cc12	-3	6

Some of the compounds tested (hit frequency here may not be typical).
